# E coli Lon inh: inhibits E. coli Lon protease. P0A9M0. purified E. coli Lon protease, fluorescence polarization. inhibition, % at 7.94 µM. 360,000 tested, 0.42% active. AID 602123; in the data active = inhibition above about 13%, passing the limit was not always enough;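 also: 0% = enzyme with probe and DMSO and 100% = no enzyme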
# Neddylation inh: blocks human cullin neddylation; AID 651699; 360,000 tested, 0.58% active; TR-FRET cullin neddylation, biochemical; P61081+Q13564; calls only at 25 µM; in the data active = inhibition above about 36%
# SKN-1 inh: inhibitors of C. elegans SKN-1; C. elegans VP596 Pgst-4::GFP/RFP ratio, acrylamide-induced, 24 h; inhibition, % at 21.8 µM; 360,000 tested, 0.49% active; AID 624304;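 active = interference check ratio from 0.5 to 1.5 plus GFP to RFP signal ratio inhibition reaching or exceeding a fixed threshold, cut at about 30% in these data, passing the limit was not always enough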; also: some compounds called inactive have numbers as strong as hits
# FAS-TE inh: inhibitors of human fatty acid synthase thioesterase domain; recombinant FAS-TE, OMFH fluorogenic substrate, fluorescence endpoint; inhibition, % at 15 µM; 360,000 tested, 0.67% active; AID 602261;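 active = compounds whose normalised, plate-corrected inhibition of enzyme fluorescence in the single-dose primary screen is 50% or more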;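 also: 0% = DMSO with enzyme and 100% = substrate without enzyme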
# MT1-MMP act inh: MT1-MMP (human) activation inhibition; P50281; HT1080 RFP-PRO-GFP cells, GFP/RFP ratio fluorescence, overnight; percent of plate control window, DMSO zero; GFP/RFP ratio change, % at 20 µM; 360,000 tested, 0.061% active;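 active = GFP/RFP ratio change of at least 30% with cell ATP level not reduced by more than half and red fluorescence within 50% of control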; also: strong numbers were not always called active
#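 Read-out: GFP/RFP fluorescence ratio; Test system: RFP-PRO-GFP reporter HT1080 cells; Compound dosing: single-point 20 µM compound, 1% DMSO; Times: overnight compound exposure at 37 °C.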
# MsrA act: activators of bovine methionine sulfoxide reductase A; purified bovine MsrA, absorbance read-out; activation, % at 10.6 µM; 360,000 tested, 0.3% active; in the data active = activation above about 7.5%;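 also: 0% = vehicle and 100% = reference activator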
# Rin1-Abl PPI inh: blocks binding of human Rin1 to Abl; inhibition, % at 7.35 µM; 360,000 tested, 0.4% active; P00519+Q13671; TR-FRET Rin1/Abl binding, biochemical; in the data active = inhibition above about 5%, passing the limit was not always enough
# MsrA inhibitor: inhibits bovine methionine sulfoxide reductase A; inhibition, % at 15.5 µM; purified bovine MsrA, absorbance read-out; AID 651718; 360,000 tested, 0.75% active; in the data active = inhibition above about 4.5%;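 also: 0% = vehicle wells with enzyme and 100% = reference inhibitor wells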
# CendR NRP1 mod: modulators of CendR peptide binding to human neuropilin-1. inhibition, % at 25 µM. O14786. FAM-RPARPAR peptide binding to NRP-1, fluorescence polarization. 360,000 tested, 0.85% active;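 active = inhibition or corrected inhibition above about 18%, plus a signal ratio from 0.5 to 1.5, limit read from the data, passing the limit was not always enough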; also: strong numbers were not always called active
# Target sequence (O14786 whole entry, looked up): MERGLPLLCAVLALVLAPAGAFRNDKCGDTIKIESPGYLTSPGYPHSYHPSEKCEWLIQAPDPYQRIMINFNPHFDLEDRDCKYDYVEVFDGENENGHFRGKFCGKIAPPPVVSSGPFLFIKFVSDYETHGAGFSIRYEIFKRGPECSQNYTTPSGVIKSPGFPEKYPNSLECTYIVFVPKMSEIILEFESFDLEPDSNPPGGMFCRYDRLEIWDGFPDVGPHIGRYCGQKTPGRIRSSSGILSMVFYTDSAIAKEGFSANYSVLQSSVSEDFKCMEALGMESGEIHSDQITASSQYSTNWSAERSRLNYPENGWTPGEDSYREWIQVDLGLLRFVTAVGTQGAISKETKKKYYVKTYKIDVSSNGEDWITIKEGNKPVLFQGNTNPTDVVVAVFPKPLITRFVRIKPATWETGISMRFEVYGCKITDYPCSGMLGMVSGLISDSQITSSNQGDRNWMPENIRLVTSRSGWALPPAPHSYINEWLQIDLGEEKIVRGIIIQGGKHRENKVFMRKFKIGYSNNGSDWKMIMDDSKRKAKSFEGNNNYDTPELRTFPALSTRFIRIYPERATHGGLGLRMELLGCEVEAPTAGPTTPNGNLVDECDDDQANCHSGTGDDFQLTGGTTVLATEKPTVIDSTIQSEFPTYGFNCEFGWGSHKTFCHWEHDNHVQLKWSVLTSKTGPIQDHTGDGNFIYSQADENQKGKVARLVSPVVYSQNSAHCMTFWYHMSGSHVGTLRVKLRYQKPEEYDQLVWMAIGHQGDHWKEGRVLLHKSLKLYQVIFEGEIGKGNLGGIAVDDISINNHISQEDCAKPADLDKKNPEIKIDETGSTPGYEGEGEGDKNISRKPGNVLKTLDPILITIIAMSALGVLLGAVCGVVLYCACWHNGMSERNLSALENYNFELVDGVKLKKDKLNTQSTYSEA
# The depositor's hits bear a star; i = inactive; nt = not tested or not shown.
SMILES,E coli Lon inh,Neddylation inh,SKN-1 inh,FAS-TE inh,MT1-MMP act inh,MsrA act,Rin1-Abl PPI inh,MsrA inhibitor,CendR NRP1 mod
Cc1ccc(C(=O)Nc2ccc(S(=O)(=O)N3CCOCC3)cc2)cc1C,6,i,-11,7,-5,-7,0,-0.1,-3
CCCCOc1[nH]c2nc(-c3ccco3)n(Cc3ccco3)c(=N)c2c1C#N,51*,nt,17,-14,-62,-8,0,1.5,-36
O=c1cccccc1NN=C1CCCCCC1,6,i,0,-4,-2,-1,2,0.7,5
COc1ccc(CNC(=O)CCNS(=O)(=O)c2cc(Br)cnc2N)cc1,3,i,8,1,-5,-4,-4,nt,12
Nc1cc(N)nc(SCC(=O)NCCC2=CCCCC2)n1,-5,i,13,-2,1,-3,-1,-0.4,6
Cc1ccsc1-c1nc(CN(C)C(C2CC2)C2CC2)c(C)o1,-4,i,3,-4,-4,-5,0,1.4,-1
Cc1nc2ccc(NC(=O)c3cccs3)cc2s1,2,i,17,-3,2,-1,5,0.1,-2
O=C(Nc1cc2c(cc1Br)OCCO2)c1cccs1,4,i,8,-4,4,3,-3,-0.9,0
O=C(O)CSCC(=O)NCc1csc2ccc(Cl)cc12,-7,i,5,-4,2,-2,-1,2.5,5
Cc1cc(Cl)ccc1OCC(=O)NCCCCc1ccccc1,-8,i,6,40,3,-2,0,-2.1,-2
COc1cc(OC)cc(C(=O)Nc2cccc(N3CCCC3)c2)c1,-24,i,16,-3,-2,-4,-1,-0.5,-23
CCOc1ccccc1N1CCN(C(=O)c2cc3c(C)cc(C)cc3[nH]2)CC1,-8,i,1,15,1,-5,-3,-1.0,11
CC(C)(C)C(=O)Nc1nnc(SCC(=O)NCc2cccs2)s1,0,i,0,-8,2,-1,2,0.8,5
CCOC(=O)c1nn(-c2ccc(Cl)cc2)cc1O,1,nt,13,-1,1,-3,-2,3.4,4
Cc1ccnc2nc(C(=O)OCC(=O)N(Cc3ccccc3)C(C)C)nn12,-6,i,-3,-8,-1,-2,1,-1.4,12
Cc1ccc(CS(=O)(=O)CCC(=O)NCc2ccc(F)cc2)cc1,-2,i,-5,-5,-1,1,-3,-1.3,16
COc1cc(C2C(C(=O)C(C)(C)C)=C(O)C(=O)N2Cc2ccccc2)ccc1O (configuration not stated),8,i,-15,-3,2,-4,1,2.6,6
O=C(COC(=O)c1cc(-c2cccs2)nc2ccccc12)NCc1ccco1,-2,nt,0,11,4,-2,-2,0.0,-12
O=C(Nc1ccccc1Oc1cccnc1)C1CCCN(Cc2cccc(Cl)c2)C1 (configuration not stated),-4,i,0,2,-4,-3,3,-0.9,18
O=C(CN1C(=O)CSc2ccc(S(=O)(=O)N3CCCCC3)cc21)NCc1ccccc1,6,i,1,6,2,-4,-6,0.0,-7

# Brought forward from above: 3 compounds; new compounds follow.
SMILES,E coli Lon inh,Neddylation inh,SKN-1 inh,FAS-TE inh,MT1-MMP act inh,MsrA act,Rin1-Abl PPI inh,MsrA inhibitor,CendR NRP1 mod
O=C(COC(=O)c1cc(-c2cccs2)nc2ccccc12)NCc1ccco1,-2,nt,0,11,4,-2,-2,0.0,-12
O=C(Nc1ccccc1Oc1cccnc1)C1CCCN(Cc2cccc(Cl)c2)C1 (configuration not stated),-4,i,0,2,-4,-3,3,-0.9,18
O=C(CN1C(=O)CSc2ccc(S(=O)(=O)N3CCCCC3)cc21)NCc1ccccc1,6,i,1,6,2,-4,-6,0.0,-7
CC(C)CC(NC(=O)OC(C)(C)C)c1cn([C@@H](CCCCNC(=O)OC(C)(C)C)C(=O)N2CCN(C(=O)OC(C)(C)C)CC2)nn1 (some centres not stated),14,i,12,-16,3,-5,2,-0.7,6
Cc1ccc(OCC(O)CNS(=O)(=O)c2ccccc2C(=O)N2CCCCC2)cc1 (configuration not stated),-1,i,16,-6,4,-7,2,0.5,-6
Cc1ccc(Cc2cc(-c3ccc(C)cc3)n[nH]c2=O)cc1,2,i,17,4,2,-3,-1,-1.9,-5
Cc1ccc(OCCCCNC(C)(C)C)c([N+](=O)[O-])c1,3,i,-2,-8,3,-18,-2,0.4,9
Nc1c(N(CCCO)C(=O)C2CCCCC2)c(=O)[nH]c(=O)n1Cc1ccccc1,10,i,12,-6,3,-2,3,0.0,-14
CCCc1cc(-c2n[nH]c(=S)n2C(C)c2ccccc2)cs1 (configuration not stated),-1,i,-1,4,3,-1,-1,0.5,3
Cc1cc(Cl)ccc1OCC(=O)NCCCn1ccnc1,2,i,-1,-10,1,5,-6,0.3,-3
Cc1c(N=Cc2nc3ccccc3[nH]2)c(=O)n(-c2ccccc2)n1C,-9,i,-1,-11,0,-5,-3,3.7,16
Cc1ccc(NC(=O)COC(=O)c2cccc3c2C(=O)c2ccccc2C3=O)c(C)c1,2,i,6,12,-1,-1,1,-1.2,15
CCC(=O)N1Cc2cc(C(=O)NCc3cccc(F)c3)nc(-c3cccc(C4=CCCC4)c3)c2[C@H]1CCO,-8,i,17,2,0,-3,nt,-0.7,-20
CCOC(=O)N1CCC(N2CCCC(C(=O)c3cc(C)c(OC)c(C)c3)C2)CC1 (configuration not stated),-3,i,-6,-9,1,-4,2,0.2,-2
CCN(CC)S(=O)(=O)c1csc(C(=O)NC2CCCCC2)c1,1,i,-4,-6,0,-3,-2,-0.3,6
Cc1c(C(=O)Nc2ccc3c(c2)OCO3)sc2nc(-c3ccccc3)cn12,-4,i,7,2,5,-3,5,-0.5,-15
Cn1nnnc1SCC(=O)Nc1ccc(Cl)cn1,-3,i,0,0,-5,-4,3,0.4,-7
Cc1cccc(-c2ncc(CN3CCCC(CO)(Cc4cccc(Cl)c4)C3)cn2)c1 (configuration not stated),-6,i,-17,22,4,0,-2,-0.2,0
Cc1ccc(NC(=O)c2ncn(CCCN3CCN(Cc4cccc5ccccc45)CC3)n2)cc1C,-1,i,-6,14,5,0,2,-1.0,-10
O=C(Nc1ccc(Cl)cc1C(=O)NCc1cccnc1)c1ccc(Cl)cc1Cl,4,i,6,8,-6,-9,1,0.6,0
Cc1nn(C)c(Cl)c1CN1CCN(C2CCCC2)C(CCO)C1 (configuration not stated),0,i,1,-1,0,-4,0,-0.1,-7
CCOc1nc2cnccc2n(CC(=O)Nc2cccc(C)c2C)c1=O,9,i,12,-1,2,-1,1,0.2,4
O=C(N/N=C/c1ccc(F)c(F)c1)c1cccc(S(=O)(=O)N2CCCCC2)c1,-1,i,2,-6,3,-8,3,1.6,5

# Reprinted from the part before: 2 compounds, followed by the next part.
SMILES,E coli Lon inh,Neddylation inh,SKN-1 inh,FAS-TE inh,MT1-MMP act inh,MsrA act,Rin1-Abl PPI inh,MsrA inhibitor,CendR NRP1 mod
CCOc1nc2cnccc2n(CC(=O)Nc2cccc(C)c2C)c1=O,9,i,12,-1,2,-1,1,0.2,4
O=C(N/N=C/c1ccc(F)c(F)c1)c1cccc(S(=O)(=O)N2CCCCC2)c1,-1,i,2,-6,3,-8,3,1.6,5
COc1ccc(C2C3=C(CCCC3=O)Nc3nc(SCc4ccccc4)nn32)cc1OC (configuration not stated),-7,i,6,2,-6,1,2,2.1,14
Cc1cnc(C(=O)OCC(=O)c2cc(C)n(CCc3ccc(F)cc3)c2C)cn1,7,i,7,-3,1,-6,-3,-0.6,-10
CCOC(=O)c1ccc(NC(=O)CCc2ccc(CC)o2)cc1,-7,i,18,11,2,-1,-2,-0.7,3
COc1cc(OC)cc(C(=O)Nc2c(C)nn(-c3ccccc3)c2C)c1,-6,i,-14,-9,2,-6,0,-0.2,0
COc1cc(C(=O)NNC(=O)CN2C(=O)NC(C)(c3ccc(C)cc3)C2=O)cc(OC)c1OC (configuration not stated),9,i,3,-7,0,4,-2,0.0,-16
Cc1cccc(OCC(=O)NNC(=O)CCN2CCN(c3ccccc3)CC2)c1C,-4,i,-4,-7,1,-2,3,-0.2,11
O=C(Cn1cnc2cc([N+](=O)[O-])ccc2c1=O)Nc1ccccc1-c1ccccc1,-3,i,-3,15,-3,1,-3,-0.1,-13
CCn1cnnc1SCC(=O)c1c(N)n(C2CC2)c(=O)[nH]c1=O,1,i,-2,-10,2,-4,2,0.4,13
CCOc1cc2c(cc1C=O)OC(C)C2 (configuration not stated),-1,i,-2,-4,7,-3,-5,4.8*,-4
COc1cccc(CNC(=O)CCCC(=O)NC(C)CCc2ccccc2)c1 (configuration not stated),3,i,5,-1,2,-2,1,-1.1,8
CC1CCN(S(=O)(=O)c2cccc(C(=O)N(C)C3(C)CCS(=O)(=O)C3)c2)CC1 (configuration not stated),-5,i,4,-5,2,-4,4,-0.7,5
Cc1ccc2cccc(Oc3cnccn3)c2n1,-3,i,21,-9,2,-5,-1,-0.2,-2
O=C1C=C(c2cccc3c2sc2ccccc23)C[C@@H](c2ccc(Cl)cc2)C1,1,i,1,23,-2,-6,2,0.0,-8
CC(C)(C)C(=O)/C=C/Nc1ccccc1O,9,i,-8,-1,-4,5,-3,0.8,1
O=C(c1cccnc1)c1cccnc1,-2,i,-1,-9,1,-2,0,2.0,2
Nc1nc(CSc2nnnn2-c2ccc(F)c(Cl)c2)nc(N2CCOCC2)n1,-8,i,7,0,10,-2,-1,-0.7,-9
CC(C)n1nnnc1-c1ccc(Cl)cc1,-4,i,-2,-8,2,-3,0,0.8,9
COc1cc(S(=O)(=O)N2CCOCC2)ccc1NC(=O)COc1ccc(N(C)S(=O)(=O)c2ccc(C)cc2)cc1,-4,i,-6,76*,1,-1,-1,1.0,16
Cc1cc(C)c2c(n1)sc1c(-c3ccccc3)c(C#N)c(N)nc12,5,i,8,-10,3,-3,3,0.1,-9
CC1(Cc2cccc(C(F)(F)F)c2)C(=O)Nc2c(Cl)ccc(Cl)c21 (configuration not stated),0,i,-11,20,-4,1,-2,-0.9,5
CC(C)C(=O)Nc1sc2c(c1C(N)=O)CCN(Cc1ccccc1)C2,-8,i,-7,-8,2,-5,0,-0.9,4
CN1CCN(C(=O)c2cc3cc(Cl)ccc3[nH]2)CC1,-11,i,-5,-6,-1,0,-4,2.7,7
O=C(c1cn(-c2ccccc2)nc1-c1ccc(Cl)s1)N1CCOCC1,-8,i,20,4,-13,-3,0,3.8,10
Cc1ccc(CNC(=O)COC(=O)c2ccc(S(=O)(=O)N(C)C)cc2)cc1,11,i,0,-3,1,-3,-1,3.2,5
COc1ccc(-c2c(-c3cc(OC)cc(OC)c3)n(C)c3ccc(-c4ccc(OC)c(F)c4)cc23)cc1,11,i,1,36,-5,-10,2,0.3,-2
C=CCNC(=O)/C(=C\c1ccco1)NC(=O)c1ccco1,2,i,-12,-6,0,-2,-2,2.9,2
Nc1ccc(S(=O)(=O)NCC2CCCCO2)cc1 (configuration not stated),-3,i,-7,-2,2,-7,0,0.8,13
CC1(c2ccc(Cl)cc2Cl)OCC(Cn2ccnc2)O1 (configuration not stated),-15,i,0,-8,5,-9,0,-0.1,14
CSc1nc(N)nc2c1ncn2CC(=O)NCCCN1CCCC1=O,-9,i,-3,-3,5,-6,3,0.3,1
O=C(Nc1ccccc1)c1cc(S(=O)(=O)N2CCOCC2)cs1,-7,i,5,-5,3,-7,-1,0.9,-2
O=C(NC(=S)NNC(=O)c1ccc(Cl)cc1Cl)c1cccnc1,1,i,-12,-14,4,-1,-1,-1.2,-14
COc1ccc(C(CNC(=O)C2CC2)N(C)C)cc1 (configuration not stated),-7,i,11,-2,-3,-2,-2,0.5,15
COc1ccc(CN2C[C@@H](CO)O[C@@H](n3cnc4c(N5CCN(c6ccccc6)CC5)ncnc43)C2)cc1,-4,i,15,6,9,2,3,0.8,4
Cc1c(/C(O)=C2/C(=O)C(=O)N(CCN3CCOCC3)C2c2cccs2)cnn1-c1ccccc1 (configuration not stated),-3,i,-2,-8,2,-4,-3,2.6,-9
Cc1ccc(S(=O)(=O)N(C)c2ccc(C(=O)NCC(c3cccs3)N3CCOCC3)cc2)cc1 (configuration not stated),6,i,-7,9,-5,1,0,-0.4,13
CCOc1ccc(C(=O)NC2C(=O)N3C(C(=O)O)=C(COC(C)=O)CSC23)cc1OCC (configuration not stated),-3,i,-9,-4,0,-5,-3,-1.1,-31

# Source: PubChem
